# Assay outcomes: PubChem BioAssay, Sanford-Burnham Center for Chemical Genomics
# APJ ag – APJ receptor agonism. P35414. CHO-K1 APJ PathHunter beta-arrestin, luminescence; 0% DMSO wells, 100% apelin. activation, % at 20 µM. hit rate 0.11% among 330,000. AID 2520;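 active = activation more than six SD over the plate average, tested at 20 µM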;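 also: 0% = DMSO alone and 100% = apelin-13 at 10 nM; some results filed as inactive read as strong as hits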
# Target sequence (P35414 whole entry, looked up): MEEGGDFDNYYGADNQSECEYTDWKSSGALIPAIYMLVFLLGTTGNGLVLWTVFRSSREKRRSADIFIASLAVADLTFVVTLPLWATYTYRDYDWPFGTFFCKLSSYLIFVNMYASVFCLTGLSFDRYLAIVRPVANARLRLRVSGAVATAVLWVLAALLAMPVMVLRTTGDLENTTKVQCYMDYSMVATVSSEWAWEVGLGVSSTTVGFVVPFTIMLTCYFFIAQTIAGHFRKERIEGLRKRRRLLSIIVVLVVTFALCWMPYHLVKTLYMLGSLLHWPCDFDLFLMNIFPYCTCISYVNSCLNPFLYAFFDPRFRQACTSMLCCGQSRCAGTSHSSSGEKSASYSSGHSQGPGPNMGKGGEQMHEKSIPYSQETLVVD
#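 Assay system: CHO-K1 cells stably expressing ProLink-tagged human APJ and arrestin–beta-gal acceptor. Compound dosing: 20 µM single point, 1% DMSO. Times: 16-18 h seeding, 90 min dark compound exposure, 60 min detection. Detection: beta-gal luminescence. Evaluation: APJ–arrestin association signal. Controls: negative DMSO alone, positive Apelin-13 at 10 nM.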
# tim23-1 inh – tim23-1 yeast growth inhibition | AID 463212 | S. cerevisiae tim23-1 growth, BacTiter-Glo luminescence, 24 h | hit rate 1.3% among 330,000 | inhibition, % at 20 µM;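 active = growth inhibition of the mutant yeast at or above 50%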;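 also: temperature-sensitive mutant grown at 25 °C; plate controls were DMSO-treated mutant yeast for no effect and medium wells lacking yeast for full effect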
# MPTP inh – blocks calcium-induced mitochondrial swelling; isolated mouse mitochondria, Ca2+ swelling absorbance, 30 min; AID 602449; inhibition, % at 10 µM; hit rate 1.4% among 360,000;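 active = inhibition of 50% or more, scaled per plate between neutral and stimulator controls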;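 also: 0% = DMSO wells given calcium and 100% = 1 mM EGTA wells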
# NALP3 yeast inh – blocks the NALP3 inflammasome reconstituted in yeast; Yeast reconstituted NLRP3/ASC/caspase-1, beta-gal luminescence, 24 h; hit rate 0.39% among 330,000; inhibition, % at 10 µM;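 active = inhibition of 50% or more; inactive = inhibition below 50%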;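 also: plate controls were induced DMSO wells for no effect and uninduced yeast grown without galactose for full effect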
# NR3A LBD binder – modulators (binders) of human NR3A ligand-binding domain | NR3A LBD differential scanning fluorimetry, Tm shift; 0% = protein alone, 100% = glycine-bound protein | Tm shift relative to glycine control, % at 25 µM | hit rate 2.5% among 340,000 | AID 1259313;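 active = melting temperature shift of at least 10% of the positive control shift, at one fixed dose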
# MIN6 prolif – inducers of beta-cell replication in MIN6 cells. MIN6 cells proliferation, ATPlite luminescence, 48 h; cells starved in 0.2% serum; 100% = growth in 10% serum. proliferation, % at 10 µM. hit rate 0.29% among 330,000;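 active = compounds whose signal lies at least 3.5 SD above the mean of all wells on their plate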;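 also: 0% = DMSO-treated cells in low-serum medium and 100% = 10% serum control; some compounds called inactive have numbers as strong as hits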
# TIM10 inh – growth inhibitors of TIM10 yeast strain; inhibition, % at 10 µM; hit rate 1.4% among 330,000; AID 463195; S. cerevisiae TIM10 strain growth, BacTiter-Glo luminescence, 24 h;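 active = inhibition of 40% or more at the single tested concentration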;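 also: wild-type TIM10 isogenic control strain grown at permissive 25 °C; 0% = DMSO yeast wells and 100% = minimal medium wells without yeast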
# APJ antagonist – antagonists of human APJ apelin receptor | CHO-K1 APJ beta-arrestin complementation, luminescence | hit rate 0.32% among 330,000 | inhibition, % at 20 µM | P35414;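 active = inhibition above about 40% at 20 µM, limit read from the data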;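 also: cells challenged with 10 nM apelin-13 agonist together with compound; plate controls were apelin-13 plus DMSO wells for no effect and DMSO wells lacking apelin-13 for full effect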
# tim10-1 inh – tim10-1 yeast growth inhibition. S. cerevisiae tim10-1 ts strain growth, BacTiter-Glo, 24 h. inhibition, % at 20 µM. hit rate 2.2% among 330,000. AID 463190;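 active = inhibition of at least 40%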;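 also: mutant grown at 25 °C; 0% = DMSO wells with yeast and 100% = wells holding no yeast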
# Numbers without * were called inactive.
# Each structure is followed by: APJ ag	tim23-1 inh	MPTP inh	NALP3 yeast inh	NR3A LBD binder	MIN6 prolif	TIM10 inh	APJ antagonist	tim10-1 inh
- O=C(CCc1nc2ccccc2c(=O)[nH]1)Nc1ccccc1N1CCCC1
    -3	-2	-0.7	3	2	0	-7	19	1
- O=C(CNC(=O)c1ccccc1Cl)c1ccccc1
    -5	11	-0.3	10	1	-2	-6	12	12
- O=C1OC(C(=O)NCc2ccccc2)Cc2ccccc21 (stereo unspecified)
    -3	25	-2.7	13	0	2	9	-18	5
- CSc1ccccc1NC(=O)CSc1n[nH]c(C)c1[N+](=O)[O-]
    -1	8	10	6	0	-1	-2	12	14
- Cc1cccc(/C=C(\C(=O)O)c2ccc(S(=O)(=O)N3CCCC3)s2)c1
    -4	4	0.3	9	-1	-3	-3	6	-7
- CCOc1ccccc1CNS(=O)(=O)c1ccc2[nH]c(=O)sc2c1
    2	6	-0.2	17	-13	0	1	-4	5
- O=C(/C=C/c1ccccc1[N+](=O)[O-])Nc1cccc(S(=O)(=O)NC2=NCCCCC2)c1
    -6	16	-0.7	9	-7	0	9	6	8
- CN1CCN(C(=S)NC(=O)c2ccc(S(=O)(=O)N3CCOCC3)cc2)CC1
    -2	9	0.1	7	1	0	3	-4	-14
- S=c1[nH]nc(C2CCCCC2)n1/N=C/c1cccc(Br)c1
    -3	-8	-0.8	11	-7	2	14	18	5
- CCc1ccc(NC(=O)C2CCCN2C(=O)NC2CCCCC2)cc1 (stereo unspecified)
    -2	11	-3.0	7	-3	1	12	-4	-16
- O=C(Oc1ccccc1Cl)c1ccc2c(=O)n3c(nc2c1)CCC3
    -3	36	-0.1	24	2	3	19	14	31
- COc1ccc(N2Cc3ccccc3/C2=N\C(=O)Nc2ccccc2)cc1
    -2	31	0.6	-5	5	-1	4	21	30
- CCC(CC)c1nnc(NC(=O)C23CC4CC(CC(NC(C)=O)(C4)C2)C3)s1
    -2	14	-0.7	-2	2	0	6	-24	12
- CCC(C)NC(=O)CC1Oc2ccc(C)cc2NC1=O (stereo unspecified)
    -3	6	-1.7	5	0	-3	-11	22	1
- O=C(COc1ccc2oc(-c3ccccc3)cc(=O)c2c1)NCc1ccco1
    -3	6	-4.4	13	-2	-3	4	-3	18
- Fc1cccc(CNC2CCN(CCc3ccccc3)CC2)c1
    0	-5	-0.5	42	1	-2	-9	-1	0
- CSc1cccc(NC(=O)CN(c2ccccc2)S(=O)(=O)N(C)C)c1
    -5	29	-0.9	-10	0	0	23	-4	28
- COc1ccc(C(CNC(=O)COc2ccc(-c3ccccc3)cc2)N2CCOCC2)cc1 (stereo unspecified)
    0	34	5.4	13	-1	-5	-9	-12	27
- c1ccc(-c2cc(-c3nn4c(-c5ccco5)nnc4s3)c3ccccc3n2)cc1
    -4	5	-2.7	14	1	-1	30	4	24
- O=C(NC1CCCc2ccccc21)C1CCN(S(=O)(=O)c2cccc(C(F)(F)F)c2)CC1 (stereo unspecified)
    0	22	2.5	7	1	1	21	1	27
- O=C(CSc1nnc(SCc2ccc(Cl)cc2)s1)N/N=C/c1ccc(C(=O)O)cc1
    -4	-11	2.9	-7	-4	-2	9	3	1
- COc1cc(C(=O)NCCOc2ccc(C)c(C)c2)cc(OC)c1OC
    -1	18	8.5	7	1	-4	5	-3	28
- CN(C)c1ccnc2sc(C(=O)NCc3ccccc3)c(N)c12
    -1	-2	-0.8	18	1	-3	-448	-9	-38
- CN(C)S(=O)(=O)c1ccc(N2CCCC2)c(C(=O)NCC2CCCCC2)c1
    0	4	-3.1	4	-3	-3	-14	17	-1
- NC(=O)c1ccsc1NC(=O)CS(=O)(=O)c1ccc(Cl)cc1
    -4	2	3.3	5	3	0	-1	-31	-10
- O=C(Nc1ccccc1)Nc1nnc(COc2ccccc2F)s1
    2	20	70*	10	39*	-4	25	13	15
- COc1ccccc1NC(=S)NC(C)C(c1cccs1)N1CCOCC1 (stereo unspecified)
    -3	28	-0.4	2	-1	-1	14	14	16
- CCOCCn1c(C(C)C)nc2ccccc21
    -4	4	-0.2	-1	-1	-1	-15	-8	15
- COc1ccc(C2N(c3ccc(Cl)cc3)C(=O)C3CCCN32)cc1 (stereo unspecified)
    -4	12	-1.0	-5	-1	-1	-10	14	6
- Cc1ccn2cc(-c3cccc(S(=O)(=O)N4CCCC4)c3)nc2c1
    6	27	-0.7	-76	0	-2	9	-51	50*

# Some entries already given, showing only APJ ag, NR3A LBD binder and MIN6 prolif:
Structure | APJ ag | NR3A LBD binder | MIN6 prolif
NC(=O)c1ccsc1NC(=O)CS(=O)(=O)c1ccc(Cl)cc1 | -4 | 3 | 0
O=C(Nc1ccccc1)Nc1nnc(COc2ccccc2F)s1 | 2 | 39* | -4

# Carrying on.
# Each structure is followed by: APJ ag	tim23-1 inh	MPTP inh	NALP3 yeast inh	NR3A LBD binder	MIN6 prolif	TIM10 inh	APJ antagonist	tim10-1 inh
- Cc1ccc(NC(=O)CSCc2n[nH]c(=O)[nH]2)c(Br)c1
    -2	-1	-0.8	14	-2	2	5	2	-2
- CCn1c2ccccc2c2cc(NC(=O)CSc3nnnn3-c3ccccc3)ccc21
    -2	-39	-3.9	-1	0	-3	-41	7	-35
- CC1=CC2=NC(=O)/C(=C\c3cn(C)c4ccccc34)C(=N)N2O1
    2	-9	0.9	11	-2	-1	-1	10	23
- COc1ccc(-n2nnnc2SCC(=O)NC(=O)Nc2ccc3c(c2)OCCO3)cc1
    -5	-13	2.5	8	-5	-2	-14	5	-3
- CCCc1cc(=O)oc2cc(C)cc(OCC(=O)NCCCN3CCOCC3)c12
    4	6	0.0	-2	3	-2	3	0	-9
- Cc1cc(=O)oc2cc(OCCCN3C(=O)c4ccccc4C3=O)ccc12
    1	-13	0.6	12	0	-1	3	-5	-3
- CC1(C)N([O-])C(c2cccs2)=C[N+]1=O
    -3	3	-0.2	17	-2	-1	-8	13	6
- O=S(=O)(c1ccccc1)N1CCN(CC2CC3C=CC2C3)CC1 (stereo unspecified)
    -3	16	1.5	18	0	-2	18	-19	9
- CCN(CC)CCOc1c(C)cccc1Cl
    0	-4	1.3	5	0	1	-1	2	1
- O=C1CN(C(=O)CSc2nnc(Nc3ccccc3)s2)c2ccccc2N1
    -3	7	0.5	-4	-1	0	-16	-5	17
- CC(=NNC(=O)c1cccc(S(=O)(=O)N2CCOCC2)c1)c1ccccc1
    -1	5	-2.2	16	0	1	-5	11	0
- CC(C)CNc1nc(=S)nc(N(C)C)[nH]1
    -1	15	-1.2	10	1	-5	6	22	36
- COc1cc(-c2nnc(SCC(=O)N3c4ccccc4Sc4ccccc43)o2)cc(OC)c1OC
    -4	12	0.9	11	1	0	26	1	16
- CCc1nc(N2CCN(CC(=O)NCC3CCCO3)CC2)c(C#N)c2c1COC(C)(C)C2 (stereo unspecified)
    2	7	0.1	6	2	-5	6	17	-13
- C/C=C(\C)CN1CCC(Oc2cccc(C(=O)NCc3ccccn3)c2)CC1
    -3	-6	0.9	-1	0	-2	-7	16	-12
- COC(=O)C1=CO[C@@H](O[C@@H]2O[C@H](CO)[C@@H](O)[C@H](O)[C@H]2O)[C@H]2[C@@H]1C(=O)C[C@@H]2C
    -6	1	-0.5	15	3	-2	5	2	-2
- CCCCOc1ccc(C(=O)NN2CCN(C)CC2)cc1
    -3	4	-1.0	3	3	0	1	11	0
- O=C(COc1ccc2c3c(c(=O)oc2c1)CCC3)NCCCN1CCOCC1
    -3	7	-2.1	5	-1	-3	-5	20	14
- c1ccc(-c2nc(N3CCN(c4ccccc4)CC3)nc(-n3ccnc3)n2)cc1
    -2	-4	3.1	-2	-1	-6	18	20	16
- Cc1cccc(C(=O)OCC(=O)Nc2sc3c(c2C#N)CCC3)c1
    -1	-17	-1.3	6	-6	0	-29	3	-2
- O=C(CN1C(=O)COc2ccccc21)NCCC1=CCCCC1
    -3	8	0.0	12	1	-3	9	-22	19
- Cc1sc2c(=O)n3c(nc2c1C(=O)NC1CCCCC1)CCCCC3
    3	38	0.2	23	-2	-2	8	5	28
- O=C(CSc1nnc(-c2ccccc2F)o1)NC(=O)Cc1ccccc1
    -2	3	-1.0	-14	-2	-1	5	11	3
- CC(=O)N/C(=C\c1ccc(C)o1)C(=O)NCc1ccccc1
    -7	-3	1.9	25	-1	-2	-5	17	-8
- Cc1ccccc1Nc1nnc(SCc2cc([N+](=O)[O-])cc3c2OCOC3)s1
    2	33	-1.2	19	-3	-5	8	14	35
- CCOCCCNC(=O)c1cc(Cl)c(NC(=O)C2=C(C)OCCS2)cc1OC
    0	16	0.0	15	0	-2	4	9	18
- Cc1cc(NC(=O)CCC(=O)N(Cc2cccs2)C(C(=O)NC2CCCC2)c2ccccc2)no1 (stereo unspecified)
    -5	3	0.3	15	-13	0	-16	-18	2
- O=C1CCCN1CCCNS(=O)(=O)c1cccc(F)c1
    1	27	-0.4	2	-1	0	2	-46	3
- Cc1cc(C)nc(N2CCCC(C(=O)NCc3ccc4c(c3)OCO4)C2)n1 (stereo unspecified)
    -2	16	-0.5	9	-3	5	0	-2	-3
- N/C(=N\OC(=O)COc1ccccc1)c1cccnc1
    -3	5	1.0	28	-1	-1	1	16	4
- Cc1[nH]nc(N)c1-c1ccc(Cl)cc1
    0	9	-2.0	6	1	0	6	-1	13
- CC(C)(C)c1ccc(NNC(=O)C2CCC2)cc1
    -5	9	1.3	14	0	-4	-8	21	-30
- COC(=O)c1cnn2c(C(F)(F)F)cc(-c3ccco3)nc12
    2	9	0.1	3	-3	0	20	10	12
- CNc1nc(Nc2ccc([N+](=O)[O-])cc2)nc(OCC(F)(F)F)n1
    4	0	3.4	14	4	3	-3	-4	2
- CCN(CC)CCCNC(=S)N(Cc1cccnc1)Cc1cc2cccc(C)c2[nH]c1=O
    -3	-1	-1.8	12	0	6	1	-1	4
- COc1ccc([C@@H]2C[C@@H](c3ccccc3)Oc3cc(OC)cc(OC)c32)cc1
    0	10	-0.6	1	0	-5	12	25	16
- CN(Cc1ccccc1)C(=O)c1ccc(NC(=O)Cc2cccc(NC(=O)C3CCCN(C(=O)C4CCC4)C3)c2)cc1 (stereo unspecified)
    -3	8	2.1	8	-3	-2	-1	0	-2
- COc1cccc(NC(=O)c2cccc(N3C(=O)C4C5C=CC(C5)C4C3=O)c2)c1 (stereo unspecified)
    2	1	0.5	8	-1	-2	5	0	2
- Cc1cc(C)cc(NC(=S)N2CCCC2)c1
    -2	-9	-0.1	14	2	-3	-1	-5	21
- COCCCN1C(=O)c2ccc(C(=O)Nc3ccc(C)cc3C)cc2C1=O
    0	14	1.0	7	-1	1	-1	-15	-2
- CCCNC(=O)C(=O)Nc1cc2c3c(c1)CCC(=O)N3CCC2
    -5	-19	-1.8	4	3	-1	1	-1	3
- Cc1ccccc1CN1CCN(Cc2cc3ccccc3o2)CC1CCO (stereo unspecified)
    1	20	-0.7	21	1	-2	-1	9	2
- CCCCSc1nc(C)c(CC(=O)O)c(=O)[nH]1
    -2	14	-2.7	-10	0	-4	1	18	-15
- COc1ccccc1NC(=S)N1CCN(Cc2ccccc2)CC1
    -3	4	-1.6	3	-2	0	1	21	12
- CN(CC1CCOCC1)C(=O)CC1C(=O)NCCN1Cc1ccc(-c2ccccc2)cc1 (stereo unspecified)
    -3	-2	0.0	22	-1	-1	14	-4	6
